Gal4-VP16 FLuc – Gal4-VP16 reporter inhibition counter-screen. Drosophila S2 Gal4-VP16 UAS-luciferase, luminescence, 20 h. Potency, µM (highest dose often 53.6 µM), for the others: at the highest dose activity, negative = inhibition, usual class: inhibitors. 310,000 compounds, 3.5% hits. AID 2546;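 also: Gal4-VP16 expression switched on by copper sulfate through the metallothionein promoter; potency is read from the fitted curve at half-maximal effect; % is scaled to controls: 0 for no effect and ±100 for the full control effect; nearly all actives have a fitted effect of over 50% in size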
Menin MLL FP TR – inhibitors of human menin-MLL interaction, mutant MLL peptide. Potency, µM (doses to about 61.6 µM), without a hit: at the highest dose FP activity change, negative = inhibition, hits mostly inhibitors. O00255. Menin + Texas Red MLL mutant peptide, fluorescence polarization. 270,000 compounds, 0.23% hits; active = well fitted inhibition curve with a large enough effect in the polarisation, with a control signal flat, not every such curve was filed as active; inconclusive = small, poorly fitted or top-dose-only effect, or effect the other way, or a change in a side signal; inactive = no such curve, though single readings can be large or run the other way; the % refers to the polarisation; also: potency is read from the fitted curve at half-maximal effect; % of control where 0% means no effect; many of its hits are not listed in these tables
Target sequence (O00255 whole entry, looked up): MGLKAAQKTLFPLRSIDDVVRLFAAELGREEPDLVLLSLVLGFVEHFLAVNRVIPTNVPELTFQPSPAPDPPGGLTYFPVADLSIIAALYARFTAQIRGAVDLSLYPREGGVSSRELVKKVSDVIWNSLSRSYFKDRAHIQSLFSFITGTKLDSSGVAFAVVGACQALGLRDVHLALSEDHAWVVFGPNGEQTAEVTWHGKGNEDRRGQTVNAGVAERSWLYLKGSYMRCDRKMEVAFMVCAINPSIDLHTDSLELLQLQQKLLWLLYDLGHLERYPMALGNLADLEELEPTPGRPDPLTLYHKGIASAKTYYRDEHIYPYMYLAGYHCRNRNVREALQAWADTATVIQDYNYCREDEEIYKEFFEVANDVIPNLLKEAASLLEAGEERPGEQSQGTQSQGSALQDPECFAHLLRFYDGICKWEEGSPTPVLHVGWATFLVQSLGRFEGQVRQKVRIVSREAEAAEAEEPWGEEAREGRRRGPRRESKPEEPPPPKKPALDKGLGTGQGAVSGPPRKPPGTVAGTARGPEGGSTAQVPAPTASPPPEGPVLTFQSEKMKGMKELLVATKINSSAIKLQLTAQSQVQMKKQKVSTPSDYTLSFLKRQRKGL
BRCA1 expr act – activators of BRCA1 expression | MCF7-BRCA1-FFLuc reporter, luminescence, 48 h; response scale: scaled: vehicle 0%, 10 µM genistein 100% | Potency, µM (titrated, usually from 46.1 µM), for the others: at the top dose activation, most hits filed as activators | 380,000 compounds, 1.1% hits; also: potency is read from the fitted curve at half-maximal effect; nearly all actives have a fitted effect of over 80% in size; some results filed as inactive show a strong effect at the top dose
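48 h compound treatment of MCF7-BRCA1-FFLuc cells (phenol-red free MEM, 37 °C), then 15 min with luciferase substrate and luminescence imaging.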
p53 reactivator – re-activators of mutant p53; H1299 p53-A138V BP100-luciferase reporter, luminescence, 24 h; Potency, µM (series often up to 92.2 µM), for the others: top-dose activity change, positive = activation, hits mostly activators; 320,000 compounds, 0.063% hits; also: potency is read from the fitted curve at half-maximal effect; % of control where 0% means no effect; nearly all actives have a fitted effect of over 45% in size
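H1299 (p53-null), stable ts p53-A138V + BP100-Luc; 1000 cells/well, Opti-MEM/10% FBS; cpd 4 pt, 1:5; 24 h, 37 deg C, 5% CO2; detection reagent 10 min RT; luminescence.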
PKM2 act – PKM2 (human) enzyme activation; P14618; purified PKM2, Kinase-Glo ATP luminescence, activation; response scale: 0% is enzyme alone, no compound; Potency, µM (doses to about 57.5 µM), for inactives: at the top dose activation, most hits filed as activators; 260,000 compounds, 0.34% hits; AID 1631; also: potency is read from the fitted curve at half-maximal effect; % is scaled to controls: 0 for no effect and ±100 for the full control effect; nearly all actives have a fitted effect of over 55% in size
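Purified hPK-M2 (>95% pure) converted ADP (0.1 mM final) to ATP with 0.5 mM PEP in 50 mM imidazole pH7.2, KCl, MgCl2, Tween 20, BSA; 1 h at room temperature. ATP detected by Kinase-Glo luminescence.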
Rab9 prom act – activators of Rab9 promoter. Huh7 Rab9 promoter-luciferase reporter, luminescence, 24 h. Potency, µM (doses to about 9.22 µM), for inactives: top-dose activation, negative = inhibition, usual class: activators. 320,000 compounds, 2.8% hits. AID 485297; also: potency is read from the fitted curve at half-maximal effect; % of control where 0% means no effect; nearly all actives have a fitted effect of over 60% in size
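Huh7 cells stably carrying Rab9 promoter–luciferase reporter, plated 1500 cells/well, compound added after 2 h and incubated 24 h at 37 °C; luciferase luminescence then read after 10 min with detection reagent.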
FLuc counter – counter-screen for miR-21 project: firefly luciferase inhibitors or activators. P08659. purified FLuc, Km substrates, luminescence inhibition. Potency, µM (highest dose often 57.5 µM), inactives show at the top dose activity change, negative = inhibition, actives largely listed as inhibitors. 360,000 compounds, 6.9% hits;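 also: potency is read from the fitted curve at half-maximal effect; plate controls were vehicle for no effect and reference inhibitor for full effect; nearly all actives have a fitted effect of over 55% in size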
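Purified P. pyralis luciferase (10nM final) with 10uM D-luciferin and 10uM ATP (Km levels) in 50mM Tris acetate pH 7.5, 10mM Mg acetate, 0.01% Tween-20, 0.05% BSA; qHTS 6-point titration, ~60 µM downward; luminescence read.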
NPC1 prom act – activates the NPC1 promoter; Potency, µM (highest dose often 9.22 µM), inactives show top-dose activation, most hits filed as activators; AID 485313; 320,000 compounds, 2.4% hits; Huh7 NPC1 promoter luciferase reporter, 24 h;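 also: potency is read from the fitted curve at half-maximal effect; % of control where 0% means no effect; nearly all actives have a fitted effect of over 60% in size; reporter is driven by a mutant NPC1 promoter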
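Compounds in DMSO were transferred onto Huh7 NPC1-luciferase reporter cells pre-incubated 2 h; after 24 h at 37 °C, Amplite reagent was dispensed and luminescence recorded 10 min later.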
RORgamma inh – inhibitors of mouse ROR gamma transcriptional activity; Drosophila S2 Gal4-RORgamma UAS-luciferase reporter, 20 h; 310,000 compounds, 5.4% hits; AID 2551; Potency, µM (titrated, usually from 53.6 µM), without a hit: top-dose activity change, negative = inhibition, hits mostly inhibitors; P51450; also: potency is read from the fitted curve at half-maximal effect; % is scaled to controls: 0 for no effect and ±100 for the full control effect; nearly all actives have a fitted effect of over 60% in size
Target sequence (P51450 whole entry, looked up, the tested form may be a part): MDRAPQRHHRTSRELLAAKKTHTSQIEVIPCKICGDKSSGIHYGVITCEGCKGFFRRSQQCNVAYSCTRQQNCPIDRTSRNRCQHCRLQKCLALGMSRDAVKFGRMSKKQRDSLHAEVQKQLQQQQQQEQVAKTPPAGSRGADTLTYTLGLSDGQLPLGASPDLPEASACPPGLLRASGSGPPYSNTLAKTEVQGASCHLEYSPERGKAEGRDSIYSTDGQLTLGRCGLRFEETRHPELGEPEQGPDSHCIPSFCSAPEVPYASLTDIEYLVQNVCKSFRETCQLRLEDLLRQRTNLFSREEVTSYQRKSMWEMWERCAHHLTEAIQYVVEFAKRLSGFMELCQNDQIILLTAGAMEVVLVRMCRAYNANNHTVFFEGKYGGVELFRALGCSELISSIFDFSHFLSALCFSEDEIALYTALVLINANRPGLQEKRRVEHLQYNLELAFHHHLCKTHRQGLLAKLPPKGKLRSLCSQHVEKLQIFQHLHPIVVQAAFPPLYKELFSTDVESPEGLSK
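Luminescence from a UAS-regulated Photinus luciferase reporter in stably transfected Drosophila Schneider cells is measured; decreased signal marks ROR gamma inhibition. Fusion expression is induced by 700 uM copper sulfate for 20 hr.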
Giardia kill – kills Giardia lamblia | Giardia lamblia trophozoite viability | activity change, % at 7.66 µM, hits read low | 340,000 compounds, 0.15% hits | AID 540267; in the data active = activity change below about -80%; inconclusive = between about -30% and that limit;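 also: parasites exposed to compound for two days anaerobically before the ATP read; % is scaled to controls: 0 for no effect and ±100 for the full control effect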
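Media and compound were dispensed first, then trophozoites at 100 cells/well; plates sat 48 hrs at 37 deg C without oxygen before ATP luminescence reagent was added and read after 15-30 min at room temperature.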
ELG1 genotox – induces genotoxicity in HEK293T cells with luciferase-tagged ELG1 | 330,000 compounds, 1.3% hits | HEK293T ELG1-luciferase reporter, luminescence, 16 h | AID 504466 | Potency, µM (titrated, usually from 46 µM), for inactives: top-dose activity change, positive = activation, hits mostly activators; also: potency is read from the fitted curve at half-maximal effect; % of control where 0% means no effect; nearly all actives have a fitted effect of over 60% in size
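After overnight (16 hr) compound treatment at 37 °C, ELG1-luciferase HEK293T cells were lysed with ONE-Glo; luminescence quantified 30 min later at room temperature.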
* hit, by the source's call; u = inconclusive; x = no result given; & = joins results of further samples; [ ] = dose if it differs, or a comment. Unless noted, calls follow the shape of the dose curve; as a rule, active = well fitted curve in the direction sought with a large enough effect; inconclusive = small, poorly fitted or top-dose-only effect, or another doubt; inactive = no such curve, though single readings can be large; an effect the other way counts as inactive or inconclusive.

[1] Cn1nccc1NC(=O)Nc1ccc(OC(F)(F)F)cc1
[2] Cc1ccc(-c2nnn(CC(=O)N(CC3CCCO3)C(C(=O)NC(C)(C)C)c3ccc(F)cc3)n2)o1 (configuration not stated)
[3] COCCn1ccc2c(OCC(=O)NCCc3ccc(OC)c(OC)c3)cccc2c1=O
[4] Cc1ccc(S(=O)(=O)N2[C@@H](c3ccc(F)cc3)C(C(=O)O)=CC[C@H]2c2cccc(Cl)c2)cc1
[5] Cc1cc(C(=O)N/N=C/c2ccccc2)c(C)o1
[6] c1ccc(-c2nc(-c3ccncc3)no2)cc1
[7] COc1ccc(C)cc1S(=O)(=O)NCC(c1ccc2c(c1)OCO2)N1CCN(C)CC1 (configuration not stated)
[8] COc1ccc(Nc2ccc(Nc3ccc(OC)cc3)nn2)cc1

compound no.	1	2	3	4	5	6	7	8
Gal4-VP16 FLuc	-1%	-15%	x	x	1%	-17%	x	-7%
Menin MLL FP TR	x	-20%	x	x	x	11%	x	3%
BRCA1 expr act	22%	-3%	-11%	0%	90%	u	-21%	2%
p53 reactivator	0%	6%	8%	-10%	16%	x	-2%	1%
PKM2 act	-2%	0%	x	x	-23%	6%	x	12%
Rab9 prom act	1%	-4%	-5%	-1%	3.2µM*	x	-1%	u
FLuc counter	u	3%	0%	1%	11µM*	12µM*	0%	0%
NPC1 prom act	-2%	-4%	1%	-8%	u	x	0%	-1%
RORgamma inh	16%	u	x	x	-3%	17%	x	-21%
Giardia kill	7	3	-9	u	4	-4	-13	-9
ELG1 genotox	3%	-1%	-1%	-3%	u	x	-1%	0%

[9] O=C(COc1cccc([N+](=O)[O-])c1)NN1C(=O)c2ccccc2C1=O
[10] C=CCn1c(CCNC(=O)c2cccs2)nnc1SCC(=O)c1ccc(Br)cc1
[11] CCN1C=CC(=C2C(=O)c3ccccc3C2=O)C=C1
[12] O=C(O)CCC(=O)CCC(=O)c1ccccc1
[13] COc1ccc(C2OC34CCCCC3C(C#N)(C#N)C2(C#N)C(=N)O4)cc1 (configuration not stated)
[14] COc1ccc(C2C(O)C(c3c[nH]c4ccccc34)=NN2C(=O)CCl)cc1 (configuration not stated)
[15] CCCCNC(=O)C1CCC(CNS(=O)(=O)c2cccc3nsnc23)CC1 (configuration not stated)
[16] Cn1c(=O)c2c(nc(NCc3ccco3)n2Cc2ccc(Cl)cc2Cl)n(C)c1=O

compound no.	9	10	11	12	13	14	15	16
Gal4-VP16 FLuc	-11%	2%	0.32µM*	-5%	3%	10µM*	-7%	6.3µM*
Menin MLL FP TR	-3%	0%	x	2%	u	60%[activator]	-4%	2%
BRCA1 expr act	-14%	-14%	u	3%	-19%	-88%	-17%	-28%
p53 reactivator	12%	-5%	-9%	4%	-4%	-14%	-10%	u
PKM2 act	2%	2%	-35%	-8%	1%	3%	-1%[0.46 µM]	-7%
Rab9 prom act	2%	2%	0.0003µM*	-3%	3%	-47%[inhibitor]	0%	-7%
FLuc counter	-19%	1%	0.085µM*	-3%	2%	-12%	6%	-3%
NPC1 prom act	-6%	-3%	0.0002µM*	-2%	-1%	-47%[inhibitor]	3%	0%
RORgamma inh	-2%	-14%	u	-15%	-1%	13µM*	1%	u
Giardia kill	6	-18	-94*	15	-2	9	-24	-3
ELG1 genotox	0%	-4%	u	-3%	2%	-18%	-1%	3%

Taken from above:
FLuc counter with cpd 13 stands at 2%
NPC1 prom act with cpd 14 stands at -47%[inhibitor]
NPC1 prom act with cpd 10 stands at -3%

Following part
[17] O=C(CN1CCOCC1)Nc1ccc(S(=O)(=O)NC2CCCCC2)cc1
[18] Cc1ccccc1CN1CCC(n2nccc2NC(=O)CCOc2ccccc2)CC1
[19] Cc1ccc(N2CCN(C(=O)c3ccccc3Br)CC2)c(C)c1
[20] CCOC(=O)c1oc2nc(CC(C)C)c3c(c2c1N)CCC3
[21] O=C(O)COc1ccccc1/C=N/NC(=O)/C(=C\c1ccc2c(c1)OCO2)NC(=O)c1ccccc1
[22] COc1cc(NC(=S)Nc2cccnc2)cc(OC)c1
[23] CCOc1ccccc1C(=O)Nc1nnc(CC)s1
[24] NC(=O)[C@@H]1CCCNc2c(I)cc([N+](=O)[O-])cc2C(=O)N[C@@H](CCCN=C(N)N)C(=O)N[C@@H](CCCN=C(N)N)C(=O)N1

compound no.	17	18	19	20	21	22	23	24
Gal4-VP16 FLuc	1%	3%	-10%	-5%	0%	u	u	-20%
Menin MLL FP TR	5%	x	u	-14%	10%	-10%	-12%	x
BRCA1 expr act	-26%	-6%	-32%	-9%	-18%	-8%	21%	x
p53 reactivator	1%	4%	-3%	7%	x	-15%	24%	-3%
PKM2 act	0%	x	-1%	1%	-9%	-7%	2%	1%
Rab9 prom act	-3%	-2%	2%	-2%	5%	-4%	20%	-2%
FLuc counter	3%	1%	-2%	1%	-3%	4%	u	1%
NPC1 prom act	-2%	-5%	2%	0%	-3%	-5%	18%	-2%
RORgamma inh	-19%	-5%	5%	-1%	8%	10µM*	u	-13%
Giardia kill	-1	-23	-10	24	1	-10	7	x
ELG1 genotox	0%	-2%	-3%	1%	x	4%	5%	-2%

Pulled by structure from above, 3 records:
[19] Cc1ccc(N2CCN(C(=O)c3ccccc3Br)CC2)c(C)c1
[21] O=C(O)COc1ccccc1/C=N/NC(=O)/C(=C\c1ccc2c(c1)OCO2)NC(=O)c1ccccc1
[20] CCOC(=O)c1oc2nc(CC(C)C)c3c(c2c1N)CCC3

compound no.	19	21	20
Gal4-VP16 FLuc	-10%	0%	-5%
Menin MLL FP TR	u	10%	-14%
BRCA1 expr act	-32%	-18%	-9%
p53 reactivator	-3%	x	7%
PKM2 act	-1%	-9%	1%
Rab9 prom act	2%	5%	-2%
FLuc counter	-2%	-3%	1%
NPC1 prom act	2%	-3%	0%
RORgamma inh	5%	8%	-1%
Giardia kill	-10	1	24
ELG1 genotox	-3%	x	1%

The results go on:
[25] CCOC(=O)c1cn2nc(Oc3cccc(F)c3)ccc2n1
[26] Cn1c(=O)[nH]c(=O)c2c1nc(N1CCOCC1)n2CCSc1nc2ccccc2[nH]1
[27] O=C1/C(=C\c2cccs2)SC(=S)N1C1CCS(=O)(=O)C1 (configuration not stated)
[28] C[C@@H](NC(=O)c1nc[nH]c1C(=O)N1CCN(c2ccccc2)CC1)c1ccccc1
[29] O=c1[nH]cnc2c1C(c1ccc(Cl)cc1)c1c(nc[nH]c1=O)O2
[30] Cc1ccc(S(=O)(=O)CCC(=O)OCC(=O)c2c(C)[nH]c3ccccc23)cc1
[31] Nc1cc(N)c(OCC(F)(F)F)cc1OCC(F)(F)F
[32] CS(=O)(=O)Nc1cccc(C(=O)CC2(O)C(=O)Nc3ccc(Br)cc32)c1 (configuration not stated)

compound no.	25	26	27	28	29	30	31	32
Gal4-VP16 FLuc	-2%	-15%	-8%	x	-5%	2%	0%	0%&-9%
Menin MLL FP TR	x	-1%	1%	x	-7%	8%	u	14%&4%
BRCA1 expr act	67%	4%	-11%	2%	-12%	25%	-13%	-44%
p53 reactivator	6%	-3%	7%	u	6%	-8%	-2%	-8%
PKM2 act	-6%	3%	7%	x	9%	11%	-3%	2%&-2%
Rab9 prom act	4%	-8%	-13%	0%	0%	-3%	-2%	-4%&-3%
FLuc counter	u	10%	3%	-1%	2%	-1%	5%	2%&2%
NPC1 prom act	2%	2%	-13%	-3%	-2%	-4%	-2%	1%&8%
RORgamma inh	19%	4%	u	x	-16%	u	-21%	5%&12%
Giardia kill	0	4	0	-20	4	6	-4	-19
ELG1 genotox	10%	0%	-19%	9%	1%	4%	0%	2%

[33] C/C(=N\N)c1c(-c2ccccc2)c2cc(Br)ccc2[nH]c1=O
[34] Cc1ccc(/C=C2/SC(=Nc3ccc(F)cc3)NC2=O)s1
[35] CCOC(=O)CSc1nnc2c3ccccc3n(C)c2n1
[36] COc1ccc(OC)c(Cc2nnc(CCC(=O)NC(C3CC3)C3CC3)o2)c1
[37] O=C(NCCCN1CCOCC1)c1ccc(CS(=O)(=O)c2cccc(C(F)(F)F)c2)o1

compound no.	33	34	35	36	37
Gal4-VP16 FLuc	-1%	-1%	13%	6%	8%
Menin MLL FP TR	u	-5%	-8%	-17%	-2%
BRCA1 expr act	-2%	-1%	-11%	-20%	0%
p53 reactivator	-3%	4%	x	-3%	16%
PKM2 act	1%	x	0%	3%	-1%
Rab9 prom act	-5%	0%	0%	3%	2%
FLuc counter	-1%	-14%	-1%	5%	1%
NPC1 prom act	-4%	-8%	-1%	-3%	1%
RORgamma inh	7%	19%	-20%	-3%	-3%
Giardia kill	-12	-28	-11	26	17
ELG1 genotox	-4%	1%	2%	0%	0%

Source: PubChem BioAssay (National Center for Advancing Translational Sciences (NCATS))

An excerpt. The share of hits here may be higher or lower than overall.
